Source: PubChem
EP2 antag – blocks the human prostaglandin E2 receptor EP2; P43116; C6 glioma cells expressing human EP2, cAMP TR-FRET; cells stimulated with saturating PGE2; inhibition, % at 25 µM; hit rate 0.52% among 260,000;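 active means percent inhibition above 40 after rounding to a whole number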;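 further: rat C6 glioma host cells with rolipram phosphodiesterase inhibitor present; the protocol text gives 20 µM as final concentration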
Target sequence (P43116 whole entry, looked up): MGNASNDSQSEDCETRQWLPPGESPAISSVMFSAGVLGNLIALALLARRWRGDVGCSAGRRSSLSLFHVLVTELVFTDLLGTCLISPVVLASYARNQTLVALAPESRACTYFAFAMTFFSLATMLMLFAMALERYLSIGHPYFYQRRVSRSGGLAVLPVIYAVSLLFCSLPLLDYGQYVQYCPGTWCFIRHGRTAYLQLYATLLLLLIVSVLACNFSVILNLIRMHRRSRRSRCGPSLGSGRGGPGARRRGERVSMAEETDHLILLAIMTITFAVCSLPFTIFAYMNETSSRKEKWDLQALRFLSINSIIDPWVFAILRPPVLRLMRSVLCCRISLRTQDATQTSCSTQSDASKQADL
PPC-1+TRAIL kill – kills PPC-1 cancer cells in the presence of TRAIL; PPC-1 cells + TRAIL, ATPLite viability luminescence; cell killing (% activity), % at 4 µM; hit rate 0.41% among 220,000;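 active means cell killing above 50% in the first pass at 4 µM, then a duplicate retest at 5 µM averaging 50% or more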;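 further: plate controls were cells with TRAIL plus DMSO for no effect and medium-only wells lacking cells for full effect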
Wee1 stabilizer – inhibitors of human Wee1 degradation | HeLa Luc-Wee1K328M stability, luciferase luminescence; 100% = proteasome inhibitor MG132 effect | reporter increase, % at 5 µM | hit rate 1.2% among 220,000 | AID 1321;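 active means activation above the mean of all tested compounds plus 3 SD, set per screening run, cut at about 8.8% in these data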;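 further: cells exposed to compound for 20 h before luminescence read; 0% = DMSO alone and 100% = MG132 at 30 µM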
CHOP inh – CHOP inhibition in unfolded protein response. CHO-K1 CHOP-promoter luciferase, tunicamycin-induced, 15-18 h. inhibition, % at 10 µM. hit rate 3.8% among 220,000;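 active means compounds that reduced the stress-induced luciferase reporter signal by more than about 70% of percent inhibition, limit read from the data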;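 further: 0% = tunicamycin plus vehicle and 100% = wells without tunicamycin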
* = called active by the depositor; . = no result given; & = joins results of further samples; ! = repeats disagree.

SMILES	EP2 antag	PPC-1+TRAIL kill	Wee1 stabilizer	CHOP inh
COC(=O)C1=C(c2cc3ccccc3s2)C[C@@H]2CC[C@H]1N2C(=O)NC1CC1	11.2	.	.	.
Cn1nc(CC(=O)N2CCCCC2CN2CCCCC2)c2ccccc2c1=O (stereo not drawn)	3.4	.	.	.
COC(=O)C1=C(c2cc3ccccc3s2)C[C@@H]2CC[C@H]1N2C(=O)N1CCCCC1	12.7	.	.	.
CCCOc1c(CN2C3CCC2CC(O)(c2nccn2C)C3)cccc1OC (stereo not drawn)	3.1	.	.	.
Nc1nc(SC2CCC([N+](=O)[O-])C3NONC23)c2[nH]cnc2n1 (stereo not drawn)	8.2	.	.	.
C[C@]12CCC3C(CC[C@H]4CC(=O)CC[C@]34C)C1CCC2=O (stereo partly drawn)	16.5	.	.	.
CCCCCn1c(=O)c(C(=O)Nc2ccncc2)c(O)c2ccccc21	.	21.8	.	.
CCCCCCn1c(=O)c(C(=O)Nc2ccncc2)c(O)c2ccccc21	.	22.2	.	.
COC(=O)c1cc(COc2cc(C)cc3oc(=O)c4c(c23)CCC4)c(C)o1	.	10.7	.	.
NC1CC1c1ccccc1 (stereo not drawn)	8.4	.	.	0.1

Four entries from above, with each value named:
NC1CC1c1ccccc1 (stereo not drawn)
  EP2 antag = 8.4; PPC-1+TRAIL kill = .; Wee1 stabilizer = .; CHOP inh = 0.1
C[C@]12CCC3C(CC[C@H]4CC(=O)CC[C@]34C)C1CCC2=O (stereo partly drawn)
  EP2 antag = 16.5; PPC-1+TRAIL kill = .; Wee1 stabilizer = .; CHOP inh = .
CCCCCCn1c(=O)c(C(=O)Nc2ccncc2)c(O)c2ccccc21
  EP2 antag = .; PPC-1+TRAIL kill = 22.2; Wee1 stabilizer = .; CHOP inh = .
CCCCCn1c(=O)c(C(=O)Nc2ccncc2)c(O)c2ccccc21
  EP2 antag = .; PPC-1+TRAIL kill = 21.8; Wee1 stabilizer = .; CHOP inh = .

(listing goes on)
SMILES	EP2 antag	PPC-1+TRAIL kill	Wee1 stabilizer	CHOP inh
CCCN1CCC[C@@H]2Cc3nc(N)ncc3C[C@H]21	15.0&10.6	.	.	-2.4
CCCN(CCC)C(=O)Cc1c(-c2ccc(Cl)cc2)nc2c(Cl)cc(Cl)cn12	14.2	.	.	-12.0
NCCc1c[nH]c2ccc(O)cc12	12.7	.	.	8.1
Cc1c(C(=O)c2cccc3ccccc23)c2cccc3c2n1[C@H](CN1CCOCC1)CO3	18.6&12.3	.	.	-94.5
CN1CCN(c2ccc3ccccc3n2)CC1	11.5	.	.	5.5
C[N+](C)(C)CC#CCN1CCCC1=O	14.6&12.8	.	.	-1.9
C[N+](C)(C)CC#CCOC(=O)Nc1cccc(Cl)c1	15.4&6.3	.	.	-24.1
Nc1ncnc2c1ncn2[C@@H]1O[C@H](COP(=O)(O)CP(=O)(O)OP(=O)(O)O)[C@H](O)C1O (stereo partly drawn)	12.3	.	.	14.7
O=C(O)Cc1cnc[nH]1	16.0&14.9	.	.	1.1
Cc1ncc(CNC(=O)N(CCCl)N=O)c(N)n1	9.5&11.7	.	.	-5.2
COc1cc(CC(C)N)c(OC)cc1I (stereo not drawn)	19.0&9.9	.	.	-5.5
N[C@H](CCCCCP(=O)(O)O)C(=O)O	12.0	.	.	-4.3
C=C(C)[C@H]1Cc2c(ccc3c2O[C@@H]2COc4cc(OC)c(OC)cc4[C@@H]2C3=O)O1	9.9&12.4	.	.	27.4
Fc1ccc(C(OCCN2CCN(CCCc3ccccc3)CC2)c2ccc(F)cc2)cc1	18.1&11.5	.	.	6.4
CC(C)(O)[C@@H]1[C@H]2OC(=O)[C@@H]1[C@]1(O)C[C@H]3O[C@]34C(=O)O[C@H]2[C@]14C (tested in a mixture with another compound)	11.4&5.2	.	.	4.7
CS(=N)(=O)CC[C@H](N)C(=O)O (stereo partly drawn)	9.4	.	.	-6.2
CNCCc1c[nH]c2ccc(O)cc12	16.2&13.6	.	.	-6.7
O=[N+]([O-])c1cc(O)c(O)c([N+](=O)[O-])c1	12.1&9.2	.	.	-3.5
CN(N=O)c1cc(O)ccc1O	9.8	.	.	-12.3
Cc1ccc(S(=O)(=O)N[C@@H](CCCCN)C(=O)CCl)cc1	17.1&8.6	.	.	9.1

Gathered by group: the compounds so far containing a carbonyl joined to an NH by a bond outside any ring (5)
SMILES	EP2 antag	PPC-1+TRAIL kill	Wee1 stabilizer	CHOP inh
COC(=O)C1=C(c2cc3ccccc3s2)C[C@@H]2CC[C@H]1N2C(=O)NC1CC1	11.2	.	.	.
CCCCCn1c(=O)c(C(=O)Nc2ccncc2)c(O)c2ccccc21	.	21.8	.	.
CCCCCCn1c(=O)c(C(=O)Nc2ccncc2)c(O)c2ccccc21	.	22.2	.	.
C[N+](C)(C)CC#CCOC(=O)Nc1cccc(Cl)c1	15.4&6.3	.	.	-24.1
Cc1ncc(CNC(=O)N(CCCl)N=O)c(N)n1	9.5&11.7	.	.	-5.2

Going on with the list.
SMILES	EP2 antag	PPC-1+TRAIL kill	Wee1 stabilizer	CHOP inh
CC(C)(C)c1o[nH]c(=O)c1CC(N)C(=O)O (stereo not drawn)	5.1	.	.	-6.0
CC(=O)NBr	10.7	.	.	-17.2
CCCN1CCc2cccc3c2[C@H]1Cc1ccc(O)c(O)c1-3	43.3*!	.	.	-6.8
C[C@H](Cc1ccc2c(c1)OC(C(=O)O)(C(=O)O)O2)NC[C@H](O)c1cccc(Cl)c1	10.1	.	.	-11.0
COc1ccc2c(c[n+](C)c3c4cc5c(cc4ccc23)OCO5)c1OC	117.8*	.	.	-25.4
CCCN(CCC)[C@@H]1CCc2ccc(O)cc2C1	12.0	.	.	-11.9
C#CCN[C@H](C)Cc1ccccc1	13.5	.	.	-9.0
C[C@@H]1O[C@H](C[N+](C)(C)C)C[C@H]1O	8.6	.	.	-0.4
CN1CCC23CCCC[C@H]2C1Cc1ccc(O)cc13 (stereo partly drawn)	12.0	.	.	15.9
NC(Cc1cc(O)c(O)cc1O)C(=O)O (stereo not drawn)	19.3	.	.	-0.6

Single records, from the list above. Screens in order: EP2 antag, PPC-1+TRAIL kill, Wee1 stabilizer, CHOP inh
Nc1ncnc2c1ncn2[C@@H]1O[C@H](COP(=O)(O)CP(=O)(O)OP(=O)(O)O)[C@H](O)C1O (stereo partly drawn) is entered as 12.3, ., ., 14.7
C[N+](C)(C)CC#CCN1CCCC1=O is entered as 14.6&12.8, ., ., -1.9

Going on with the list:
SMILES	EP2 antag	PPC-1+TRAIL kill	Wee1 stabilizer	CHOP inh
CNC(=O)OCC[N+](C)(C)C	14.1	.	.	68.8
C=CCN1CC[C@]23c4c5ccc(O)c4O[C@H]2/C(=N/NC(=O)c2ccccc2)CC[C@@]3(O)[C@H]1C5	11.2&7.9	.	.	-8.9
CCN(CCCl)Cc1ccccc1Br	12.9&14.2	.	.	47.3
C[C@@H]1O[C@H](C[N+](C)(C)C)CS1	13.4	.	.	-9.1
c1ccc(CCCN2CCN(CCOC(c3ccccc3)c3ccccc3)CC2)cc1	14.4&10.0	.	.	12.1
Cc1[nH]c2ccc(O)cc2c1CCN	13.4	.	.	-4.6
NC1=NC(=O)C(c2ccccc2)O1 (stereo not drawn)	.	14.2	10.2*	2.0

Only part of the results is shown; the hit share may differ from the screen's.
